NTR1 agonist – agonists of NTR1, primary screen, imaging, U2OS cells, beta-arrestin-GFP, high content (AID 493036); 330,000 compounds, 0.17% hits; activation, % at 20 µM; P30989; NTR1-U2OS beta-arrestin-GFP spot imaging, agonist mode;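 active = activation at or above 40% of the spot to cytoplasm intensity ratio, with at least 20 cells analyzed; inconclusive = wells under 20 cells, flagged as cytotoxic or low count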;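 also: 0% = DMSO without peptide and 100% = 100 nM NTR1 peptide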
Target sequence (P30989 whole entry, looked up): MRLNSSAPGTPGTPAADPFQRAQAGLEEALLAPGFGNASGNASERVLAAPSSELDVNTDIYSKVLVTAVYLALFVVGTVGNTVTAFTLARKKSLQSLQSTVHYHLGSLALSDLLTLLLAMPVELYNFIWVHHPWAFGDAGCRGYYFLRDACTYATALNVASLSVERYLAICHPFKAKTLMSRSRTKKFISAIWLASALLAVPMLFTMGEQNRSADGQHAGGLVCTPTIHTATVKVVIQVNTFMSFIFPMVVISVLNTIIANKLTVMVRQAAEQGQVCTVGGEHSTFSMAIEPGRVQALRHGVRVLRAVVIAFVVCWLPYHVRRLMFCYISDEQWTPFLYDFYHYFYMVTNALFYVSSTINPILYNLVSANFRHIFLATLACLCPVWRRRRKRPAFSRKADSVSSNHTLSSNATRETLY
Salmonella PhoP GFP – inhibitors of PhoP regulon expression, primary screen, Salmonella Typhimurium, GFP reporter (AID 1863) | S. Typhimurium PhoP-regulated promoter GFP reporter, 4 h; higher % means a stronger effect | one-dose inhibition, % at 50 µM; IC50 in µM for titrated hits | 300,000 compounds, 0.16% hits;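 active = inhibition over 29.93%, a cutoff 3 SD above the screen mean, later confirmed by dose response; inconclusive = inhibition over 29.93% but no dose response follow-up; inactive = inhibition at most 29.93% or unconfirmed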;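 also: 0% = low Mg2+ inducing control and 100% = high Mg2+ repressing control; strong numbers were not always called active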
Myeloid diff MLP – promotes myeloid progenitor differentiation; calls only at 10 µM; 360,000 compounds, 1% hits; ER-HoxA9 myeloid progenitors, lysozyme-GFP differentiation, flow cytometry; AID 624256;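 active = normalized GFP-positive differentiation at or above the plate's own cutoff, the solvent-only control mean plus 3 SD; inconclusive = no clear call, values can overlap the other calls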;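 also: cells exposed to compound for four days before flow analysis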
SV40 large T antigen – TAg ATPase/helicase activity blockers – biochemical (AID 1903) | SV40 large T antigen ATPase/helicase inhibition assay; higher % means a stronger effect | one-dose inhibition, % at 20 µM; IC50 in µM for titrated hits | 310,000 compounds, 0.39% hits; in the data active = a potency from the dose series; inconclusive = inhibition mostly from about 32% at the one dose, without a potency; inactive = the rest, 99 in 100 with inhibition below about 32%; also: strong numbers were not always called active
TNAP activation fold – human TNAP enzyme activators, primary screen, biochemical, luminescent, no phosphate acceptor, uHTS (AID 1001) | 200,000 compounds, 0.03% hits | activation fold at 20 µM; hits with a dose series show EC50 in µM | purified TNAP, luminescent activation assay, no phosphate acceptor; higher activation fold means a stronger effect; in the data active = activation fold from about 3, or a potency from the dose series; inactive = the rest, 99 in 100 with activation fold below about 1.6; also: many of its hits are not listed in these tables
MgcRacGAP inhibition – MgcRacGAP GTPase-activating activity inhibitors, confirmation, biochemical, ADP Hunter fluorescence; MgcRacGAP-stimulated Rac1 GTP hydrolysis, ADP Hunter fluorescence; higher % means a stronger effect; GST-tagged Rac1 F28L mutant substrate; inhibition, % at 30 µM, or IC50 in µM where a hit was titrated; 340,000 compounds, 0.6% hits;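 active = first-screen hits whose inhibition reached a set limit at any dose in the follow-up dose series; inconclusive = inhibition above the set first-screen limit but never retested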;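 also: fluorescence reports GDP produced by GAP-driven GTP hydrolysis; strong numbers were not always called active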
T cell HTS – T cell immune modulation candidate | 2C CD8+ T cell-vesicle binding, flow cytometry; stronger effect = lower value | calls only at 7 µM | 330,000 compounds, 0.068% hits | AID 2052;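 active = response, share of CD8 T cells binding vesicles, and their 90th percentile fluorescence all below set limits, cut at about 80% in these data, passing the limit was not always enough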
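Material: murine 2C transgenic CD8+ T lymphocytes / Also added: QL9-peptide-loaded Drosophila micro-vesicles bearing Ld, ICAM-1 and B7-1 / Schedule: binding step 1.5 h, 37 °C, antibody labelling 20 min, ice / Signal: flow cytometry, PE anti-B7-1 (FL2) versus Alexa647 anti-CD8 (FL8), PFA-fixed / Evaluation: percent CD8+ FL2 mean versus row control / Benchmarks: naked versus QL9-loaded vesicles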
RSV CPE inhibition – inhibition of RSV-induced cytopathic effect – HEp-2 cells, primary 10 µM value included (AID 2391) | HEp-2 cells, RSV-induced CPE inhibition; higher % means a stronger effect | CPE inhibition, % at 10 µM; hits with a dose series show IC50 in µM | 310,000 compounds, 0.13% hits; in the data active = a potency from the dose series; inconclusive = CPE inhibition mostly from about 23% at the one dose, without a potency; inactive = the rest, 99 in 100 with CPE inhibition below about 21%; also: strong numbers were not always called active
UTI89 phage lysis – inhibition of K1F phage lysis, E. coli UTI89, bacterial capsule biogenesis inhibitors, alamar blue (AID 488966); E. coli UTI89 K1F phage lysis, alamar blue, 2 h; higher % means a stronger effect; one-dose inhibition, % at 100 µM; IC50 in µM for titrated hits; 340,000 compounds, 0.02% hits;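 active = phage lysis inhibition, versus mean bacterial control, above a set limit; inconclusive = no clear call, values can overlap the other calls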;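 also: capsule biogenesis inhibitors block K1F phage lysis so surviving cells raise fluorescence; higher fluorescence means more inhibition of phage lysis; actives were called in the ten point dose series up to 300 µM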
T cell HTS vesicle-bound % – recorded beside T cell HTS, whose call it bears; double positive events, %; measured here: CD8+ vesicle-bound cell fraction;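 binding gate set so that unloaded-vesicle control wells show 10% double positive cells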
NTR1 agonist cell count 20 µM – second read-out of NTR1 agonist, no call of its own (marks repeat the call); cell count; measured here: cell count, cytotoxicity flag
Myeloid diff MLP GFP+ MAC1+ % – recorded beside Myeloid diff MLP, whose call it bears; GFP+ MAC1+ double positive, %; measured here: differentiation confirmed by MAC1 staining
The depositor's hits bear a star; i = inactive; ? = inconclusive; nt = no result given; [ ] = remark or other dose. Random draw from the library; any-hit rate near 2.3%.

The line under a structure holds: SV40 large T antigen	TNAP activation fold	RSV CPE inhibition	MgcRacGAP inhibition	T cell HTS	Salmonella PhoP GFP	NTR1 agonist cell count 20 µM	Myeloid diff MLP	NTR1 agonist	UTI89 phage lysis	T cell HTS vesicle-bound %	Myeloid diff MLP GFP+ MAC1+ %
- COC(=O)c1c(N)sc2c1CC(C)(C)OC2
→ 11%	1.1	1.7%	9%	i	-1%	59	i	-1.3	0.0%	46	0.0
- COc1cc(C2C(C#N)=C(N)Oc3n[nH]c(-c4ccccn4)c32)cc(OC)c1OC (centres undefined)
→ 11%	1	0.3%	10%	i	13%	103	i	-2.3	0.2%	32	0.5
- N#Cc1ccc(OCC(=O)NCCN2CCOCC2)cc1
→ nt	nt	1.6%	1%	i	nt	76	i	1.1	0.9%[50 µM]	41	0.7
- CC(C)(C)c1ccc(OC2=CS(=O)(=O)c3ccccc32)cc1
→ 13%	1.1	16%	7%	i	10%	55	i	11	4.8%	35	0.7
- CCOc1ccc(-n2c(SCC(=O)N3CCC(C(=O)O)CC3)nc3ccccc3c2=O)cc1
→ 3%	nt	0.3%	-4%	i	10%	38	i	-1.9	0.0%	32	4.2
- CC(C)CN(C(=O)CSc1nncs1)c1c(N)n(CC(C)C)c(=O)[nH]c1=O
→ 26%	1.1	1.1%	5%	i	-24%	34	i	0.6	-0.2%	29	1.4
- O=C(NCCCn1ccnc1)/C(=C\c1cccs1)NC(=O)c1ccccc1
→ 3%	1.1	1.2%	6%	i	-11%	44	i	-0.4	1.9%[50 µM]	44	1.3
- O=C(CSc1nc2ccccc2c(=O)n1CC1CCCO1)NCc1ccc2c(c1)OCO2 (centres undefined)
→ 2%	1.2	0.5%	2%	i	3%	43	i	-0.3	-0.1%	41	0.2
- Nc1c(C(=O)c2ccc(Br)cc2)oc2ccccc12
→ 11%	1.1	1.1%	7%	i	-20%	45	i	3.9	1.0%	49	0.2
- CCOC(=O)C1CCCN(C/C(O)=C(\C#N)c2nc(-c3ccccc3)cs2)C1 (centres undefined)
→ 14%	1.1	0.7%	11%	i	-1%	46	i	-1.0	1.6%[50 µM]	10	2.6
- COc1ccc(C2CC(O)(c3ccccc3)Oc3c(C)ccc(C)c32)cc1 (centres undefined)
→ nt	nt	nt	11%	i	-5%	69	i	6.1	0.5%	15	1.1
- CC(=O)OCC(=O)Nc1ccc(C(C)=O)cc1
→ -5%	1	0.8%	4%	i	-9%	52	i	-1.4	3.9%	36	0.5
- CCOC(=O)C1CCN(C(=O)Cc2ccc(-c3ccccc3)cc2)CC1
→ 1%	nt	0.2%	11%	i	-1%	64	i	1.1	-0.4%	52	0.6
- COCCn1cc(C(=S)N2CCCCC2)c2ccccc21
→ 8%	1	2.1%	7%	i	-4%	31	i	-0.7	-0.2%	42	0.5
- Cc1ccc[n+](CC(=O)c2cc3ccccc3oc2=O)c1
→ 15%	1	1.2%	-1%	i	-4%	49	i	2.1	0.6%	52	2.1
- O=C(CNc1ccc(Br)cc1)Nc1ccc(S(=O)(=O)N2CCCC2)cc1
→ nt	nt	0.3%	6%	i	nt	51	i	11	0.1%[50 µM]	3	2.0
- CCOC(=O)c1cn(Cc2ccc(Cl)cc2Cl)c2cc(C)nn2c1=O
→ 6%	nt	0.8%	0%	i	-4%	47	i	0.7	-0.3%	50	0.9
- COc1cc(-c2nnc(-c3cccnc3)o2)cc(OC)c1OC
→ 1%	1	0.8%	2%	i	-1%	48	i	-0.5	-0.3%	42	2.1
- COc1ccc(N2C(=O)CC(NNc3nc4ccccc4s3)C2=O)cc1 (centres undefined)
→ -5%	nt	11%	nt	i	-8%	50	i	1.1	nt	30	0.3
- CC(C)c1ccc(/C=C(/C#N)c2nnc(NC(=O)c3ccccc3)s2)cc1
→ 7%	1.1	2.3%	7%	i	-9%	50	i	-2.3	1.1%[50 µM]	14	0.7
- CN1CCN(S(=O)(=O)c2ccc(SCCOc3ccc(Cl)cc3)nc2)CC1
→ nt	nt	-0.9%	-1%	i	nt	74	i	0.4	0.2%[50 µM]	34	0.1
- CC1CCc2nc(NC(=O)CN3CCN(c4ccccc4)CC3)sc2C1 (centres undefined)
→ 26%	1.2	3.4%	4%	i	9%	38	i	0.1	-0.3%	20	1.4
- Nc1nc(NCC2CCCO2)nc(Nc2ccccc2F)c1[N+](=O)[O-] (centres undefined)
→ 8%	nt	2.2%	-1%	i	-15%	40	i	0.5	-1.2%	18	0.2
- CCc1ccccc1NC(=O)CCS(=O)(=O)c1ccc(Br)cc1
→ 1%	nt	2.2%	8%	i	-8%	71	i	-0.3	0.2%	32	0.6
- Cc1cc(C)c2c(N)c(C(=O)N3CCc4ccccc4C3)sc2n1
→ 9%	1.1	1.9%	3%	i	-2%	51	i	3.7	-0.1%	2	0.0
- CCn1c(-c2ccccc2)csc1=Nc1ccc(S(=O)(=O)O)cc1
→ 8%	1.1	0.2%	9%	i	-2%	96	i	-0.7	0.2%	44	0.4
- COc1ccc(S(=O)(=O)CCC(=O)Nc2c(C)n(C)n(-c3ccccc3)c2=O)cc1
→ 5%	1.1	0.6%	-1%	i	-13%	67	i	2.1	0.7%	18	1.7
- O=c1c2ccccc2nnn1Cc1ccccc1Cl
→ 20%	1	1.4%	3%	i	6%	78	i	-1.6	0.3%	9	0.2
- O/N=C/c1ccc2ccccc2c1
→ 71%	1.1	9.3%	4%	i	-1%	80	i	-0.6	-1.0%	65	0.1
- Cc1[nH]c2ccccc2c1C(=O)COC(=O)c1cccc(S(=O)(=O)N2CCCCC2)c1
→ 7%	1.1	14%	8%	i	6%	50	i	7.0	0.5%[50 µM]	3	1.7
- CCOc1ccc(NC(=O)CNC(=O)Cc2ccccc2)cc1
→ nt	nt	nt	5%	nt	nt	49	i	-0.8	0.1%	nt	0.4
- CCNC(=O)c1cc(Cl)ccc1OC
→ 1%	1.1	1.5%	15%	i	3%	53	i	0.2	-3.5%	31	0.7
- O=C(Nc1ccc(S(=O)(=O)N2CCOCC2)cc1)c1ccc(Cl)cc1Cl
→ 5%	nt	11%	8%	i	-1%	54	i	-0.6	1.4%	53	1.1
- CCOC(=O)c1cnc2c(-c3ccc(F)cc3)cnn2c1C(F)(F)F
→ 6%	1	nt	3%	nt	-6%	nt	i	nt	0.5%	nt	0.4
- C=CCC[C@@H](Cc1ccc(F)cc1)C(=O)OC[C@@H](C)NC(=O)[C@H](CC=C)CC(=O)N(CCO)Cc1ccccc1
→ nt	nt	nt	0%	i	nt	55	i	3.9	-1.6%	11	1.5
- O=C(c1ccco1)N1CCN(CCCCN2C(=O)c3ccccc3C2=O)CC1
→ 5%	0.9	-0.4%	10%	i	-1%	61	i	1.3	0.3%	25	6.4
- Cc1ccc(C)c(C(=O)CSc2n[nH]c(C(C)C)n2)c1
→ 4%	1.1	3.5%	-6%	i	-4%	56	i	-1.8	-1.3%	49	0.5
- CCOc1ccc(C(=O)CC(NCc2cccs2)C(=O)O)cc1 (centres undefined)
→ 25%	1	3.9%	8%	i	3%	nt	i	nt	0.5%	31	0.0
- CN(C)c1ccc(S(=O)(=O)NCC(=O)NCCOc2ccccc2F)cc1[N+](=O)[O-]
→ 14%	nt	-1.8%	2%	i	6%	51	i	0.3	1.5%[50 µM]	44	0.5
- C#CCNC(=O)C1=C[C@H](C2CCCCC2)C[C@H](OCc2ccc(CO)cc2)O1
→ 9%	1.1	3.4%	4%	i	4%	95	i	8.1	1.2%	15	1.7
- Cc1cc2nc(C3CCCN(C(=O)NCc4ccccc4)C3)[nH]c2cc1C (centres undefined)
→ 4%	1.1	1.8%	-2%	i	-17%	37	i	0.7	-0.9%	37	1.7
- C=CCn1c(SCc2c(C)noc2C)nnc1C1COc2ccccc2O1 (centres undefined)
→ 0%	1	13%	4%	i	0%	83	i	2.0	4.9%	15	0.3
- Cc1cc(C)c(NC(=O)c2cn3c4c(c(N5CCN(C)CC5)c(F)cc4c2=O)OCC3C)c(C)c1 (centres undefined)
→ 0%	1	?	3%	i	20µM*	68	i	1.6	23%[50 µM]	48	0.9
- Cc1cc2c(cc1S(=O)(=O)N1CCN(c3cccc(C(F)(F)F)c3)CC1)OCC(=O)N2
→ -30%	nt	2.7%	11%	i	8%	57	i	9.1	0.1%	3	5.5

Entries of single compounds as entered above.
Results for Cc1cc2c(cc1S(=O)(=O)N1CCN(c3cccc(C(F)(F)F)c3)CC1)OCC(=O)N2 = SV40 large T antigen = -30%; TNAP activation fold = nt; RSV CPE inhibition = 2.7%; MgcRacGAP inhibition = 11%; T cell HTS = i; Salmonella PhoP GFP = 8%; NTR1 agonist cell count 20 µM = 57; Myeloid diff MLP = i; NTR1 agonist = 9.1; UTI89 phage lysis = 0.1%; T cell HTS vesicle-bound % = 3; Myeloid diff MLP GFP+ MAC1+ % = 5.5
Results for O=C(c1ccco1)N1CCN(CCCCN2C(=O)c3ccccc3C2=O)CC1 = SV40 large T antigen = 5%; TNAP activation fold = 0.9; RSV CPE inhibition = -0.4%; MgcRacGAP inhibition = 10%; T cell HTS = i; Salmonella PhoP GFP = -1%; NTR1 agonist cell count 20 µM = 61; Myeloid diff MLP = i; NTR1 agonist = 1.3; UTI89 phage lysis = 0.3%; T cell HTS vesicle-bound % = 25; Myeloid diff MLP GFP+ MAC1+ % = 6.4

Compound activity: PubChem BioAssay, several laboratories
